# eIF4E-4G inh – eIF4E/eIF4G interaction inhibition in translation initiation. P63073+Q04637. TR-FRET eIF4E-eIF4GI(517-606) binding, 2 h. inhibition, % at 21.7 µM. 220,000 tested, 0.37% active. AID 782;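 active = inhibition above about 30%, limit read from the data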;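 note: 0% = full FRET control wells and 100% = background wells lacking eIF4GI fragment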
# MDM2 E3 inh – blocks human Mdm2 ubiquitin ligase activity; 210,000 tested, 0.11% active; AID 1230; cell-based MDM2 ubiquitination luciferase reporter, 2 h; 0 = plate control, 100 = twice control, blank-subtracted; signal enhancement, % at 5 µM;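 active = signal enhancement of 30% or more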;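 note: luminescence tracks abundance of the self-degrading MDM2-luciferase fusion protein; higher signal means inhibition of MDM2 E3 ligase activity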
#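 Assay system: mammalian cells stably expressing self-ubiquitinating, self-degrading MDM2 E3–luciferase fusion. Quantity: 2000 cells in each well. Medium: DMEM culture medium. Compound dosing: single-point 5 µM. Timing: cell settling 4 h, compound treatment 2 h, both 37 °C. Technique: luciferase luminescence. Read-out basis: percent signal gain over controls, blank-subtracted. Benchmarks: plate controls and plate blanks.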
# hK5 inh – kallikrein 5 (human) inhibition; Q9Y337; recombinant hK5, fluorogenic AMC substrate cleavage; inhibition, % at 5 µM; 210,000 tested, 0.59% active;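 active = inhibition of 40% or more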;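 note: 0% = enzyme controls without compound and 100% = no-enzyme blanks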
# 14-3-3 Bad PPI – disrupts binding of bovine 14-3-3 zeta to phospho-Bad peptide; P63103; TR-FRET 14-3-3zeta/Dy647-pBad peptide displacement, 1 h; inhibition, % at 21.7 µM; 220,000 tested, 0.71% active; AID 781;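 active = inhibition above about 70%, limit read from the data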;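 note: 0% = full 14-3-3 plus peptide FRET controls and 100% = background without 14-3-3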
# Rad51 HR inh – blocks human Rad51 in homologous recombination; hRad51 DNA strand exchange, fluorescence dequenching; 200,000 tested, 0.085% active; inhibition, % at 10 µM; Q06609;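 active = inhibition above 40% at the single screening dose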;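 note: 0% = DMSO control wells and 100% = blanks with heterologous ssDNA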
# Target sequence (Q06609 whole entry, looked up): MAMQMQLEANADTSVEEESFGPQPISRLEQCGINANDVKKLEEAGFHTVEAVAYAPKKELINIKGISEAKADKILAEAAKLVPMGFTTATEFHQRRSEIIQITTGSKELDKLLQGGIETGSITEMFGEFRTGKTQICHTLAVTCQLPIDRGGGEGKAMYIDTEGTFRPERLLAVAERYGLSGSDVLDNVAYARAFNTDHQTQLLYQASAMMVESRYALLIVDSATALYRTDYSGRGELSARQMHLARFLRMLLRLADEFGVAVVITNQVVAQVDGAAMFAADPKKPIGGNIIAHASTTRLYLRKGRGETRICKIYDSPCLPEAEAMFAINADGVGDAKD
#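 Material: human Rad51–ssDNA filaments; Probe or stimulus: labelled 47-mer dsDNA for strand exchange; Doses: single 10 µM dose; Incubation: 37 °C 15-min filament assembly, 30-min compound preincubation, 15-min exchange; Technique: FRET fluorescence dequenching, excitation 485 nm, emission 520 nm; Measure: Fluorescence-based percent inhibition, control- and blank-normalised; Benchmarks: plate control and blank wells.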
# FXIa inh 1536 – inhibitors of human coagulation factor XIa; P03951; purified FXIa, Boc-Glu-Ala-Arg-AMC fluorogenic substrate; inhibition, % at 5 µM; 220,000 tested, 0.14% active; AID 798;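 active = inhibition of at least 40%; inactive = inhibition below 40%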;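 note: fluorescence of freed AMC excited at 355 nm; 0% = enzyme without compound and 100% = no enzyme blank; many of its hits are not listed in these tables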
# Target sequence (P03951 19-387 limits assumed): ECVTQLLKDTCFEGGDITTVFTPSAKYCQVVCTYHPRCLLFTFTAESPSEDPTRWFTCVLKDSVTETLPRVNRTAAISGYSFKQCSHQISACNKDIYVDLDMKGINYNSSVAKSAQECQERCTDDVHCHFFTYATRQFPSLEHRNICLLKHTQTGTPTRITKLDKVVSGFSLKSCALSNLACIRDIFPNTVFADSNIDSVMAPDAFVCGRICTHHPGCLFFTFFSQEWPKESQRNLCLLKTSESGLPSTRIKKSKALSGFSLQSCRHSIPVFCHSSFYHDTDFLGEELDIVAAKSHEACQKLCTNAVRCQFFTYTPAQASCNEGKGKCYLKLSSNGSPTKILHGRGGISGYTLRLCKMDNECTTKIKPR
# Target sequence (P03951 388-625 limits assumed): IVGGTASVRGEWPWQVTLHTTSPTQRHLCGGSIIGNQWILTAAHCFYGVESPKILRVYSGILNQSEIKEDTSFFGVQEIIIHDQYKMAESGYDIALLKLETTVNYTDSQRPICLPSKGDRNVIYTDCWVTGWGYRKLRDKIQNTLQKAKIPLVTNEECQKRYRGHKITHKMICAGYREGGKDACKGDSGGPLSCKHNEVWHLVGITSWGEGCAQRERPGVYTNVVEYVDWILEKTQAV
# p97 ATPase inh – inhibitors of human p97 ATPase; 220,000 tested, 0.42% active; recombinant p97 ATPase, Kinase-Glo ATP luminescence, 3 h; inhibition, % at 8 µM; in the data active = inhibition above about 15%;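 note: 0% = DMSO vehicle and 100% = wells lacking enzyme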
# Wee1 degr inh – blocks degradation of human Wee1 kinase. P30291. HeLa Luc-Wee1K328M stability, luciferase luminescence; 100% = proteasome inhibitor MG132 effect. reporter increase, % at 5 µM. 220,000 tested, 1.2% active;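 active = activation above the mean of all tested compounds plus 3 SD, set per screening run, cut at about 8.8% in these data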;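 note: cells exposed to compound for 20 h before luminescence read; 0% = DMSO alone and 100% = MG132 at 30 µM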
# FXIIa inh 1536 – inhibitors of human coagulation factor XIIa | P00748 | inhibition, % at 5 µM | purified FXIIa, Boc-QGR-AMC fluorogenic substrate, 2 h | 220,000 tested, 0.3% active; in the data active = inhibition above about 40%;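 note: 0% = enzyme with no compound and 100% = blank without enzyme; many of its hits are not listed in these tables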
# The depositor's hits bear a star; . = no result given; [ ] = another dose, or the depositor's remark.
SMILES,eIF4E-4G inh,MDM2 E3 inh,hK5 inh,14-3-3 Bad PPI,Rad51 HR inh,FXIa inh 1536,p97 ATPase inh,Wee1 degr inh,FXIIa inh 1536
COc1cc(C(=O)Nc2cc(C)cc(C)c2)c(-n2cnnn2)cc1OC,-2,22,-3,-4,-4,-9,-1,-1,2
Cc1cc(C(=O)O)c(CCCN)s1,0,-17,0,10,6,0,3,1,4
CCc1ccccc1OCC(=O)Nc1nc(-c2cccnc2)cs1,-2,8,-20,-21,26,-4,-5,4,3
COc1cc(C#N)ccc1OCC(=O)NCc1cccs1,-1,-4,3,-12,3,1,5,3,11
O=C(N/N=C/c1ccncc1)NC12CC3CC(CC(C3)C1)C2,0,-6,1,57,.,0,-5,3,10
CCOC(=O)c1c(NC(=O)CN2C(=O)NC3(CCC(CC)CC3)C2=O)sc(C)c1-c1ccc(C)cc1 (stereo not drawn),1,-1,0,12,-5,7,10,1,11
Cc1nn(C)cc1CNC(=O)c1ccc(F)cc1,-2,0,-3,-2,8,2,12,1,10
Cc1ccc(NC(=O)COC(=O)c2ccc(F)cc2Cl)c(Br)c1,0,-11,0,4,1,-6,-7,0,6
CN(c1ccccc1)S(=O)(=O)c1ccc(C(=O)OCC(=O)NC(N)=O)cc1,-12,.,8,8,13,2,3,5,12
Cc1ccc2c(c1)COc1c3ccc(C(=O)N[C@@H](CO)C(C)C)cc3nn1-2,-1,2,1,6,-30,3,.,.,6
COc1ccc(-n2cnc3c(sc4nccc(N(C)C)c43)c2=O)cc1,-1,-11,-9,10,6,2,6,0,9
CCNCC(=O)N1c2ccccc2CCc2ccc(NC(C)=O)cc21,0,.,-3,5[fluorescence artefact?],15,9,3,-1,17

# Fetched one by one from the list above (two):
SMILES,eIF4E-4G inh,MDM2 E3 inh,hK5 inh,14-3-3 Bad PPI,Rad51 HR inh,FXIa inh 1536,p97 ATPase inh,Wee1 degr inh,FXIIa inh 1536
Cc1nn(C)cc1CNC(=O)c1ccc(F)cc1,-2,0,-3,-2,8,2,12,1,10
Cc1cc(C(=O)O)c(CCCN)s1,0,-17,0,10,6,0,3,1,4

# Next section
SMILES,eIF4E-4G inh,MDM2 E3 inh,hK5 inh,14-3-3 Bad PPI,Rad51 HR inh,FXIa inh 1536,p97 ATPase inh,Wee1 degr inh,FXIIa inh 1536
O=C(O)CCCC(=O)NCCc1ccncc1,-13,-6,-2,-2[fluorescence artefact?],8,-3,-3,-3,10
O=C(Oc1ccc(Cl)c2cccnc12)C12CC3CC(CC(C3)C1)C2,-3[fluorescence artefact?],-14,10,-6,-5,-13,-6,2,-5
COc1c(Br)cc([N+](=O)[O-])c(OC)c1C(=O)NC(=O)Nc1nc(C)cc(C)n1,5,-10,7,2,7,6,3,0,2
COc1ccc(-n2c(Cc3cccn3C)nnc2SCC(=O)N2CCOCC2)cc1,2,-5,-8,-2[fluorescence artefact?],7,1,3,13*,9
CCOC(=O)C1(CCOc2ccccc2)CCN(Cc2cccs2)CC1,5,-4,.,-5,4,3,1,0,8
CC1Cc2ccccc2N1C(=O)CSCC(=O)O (stereo not drawn),10[fluorescence artefact?],-9,7,-2,14,1,-3,-3,16
O=C(C1CCCN(Cc2nc(-c3ccc(Cl)cc3)no2)C1)N1CCOCC1 (stereo not drawn),3,-1,2,-6,5,-2,3,3,7
COc1ccc(OC)c2c(C)cc(N3CCCN(C)CC3)nc12,-3[fluorescence artefact?],-8,-18,2,.,0,6,1,4
COC(=O)Nc1nc2ccc(Br)cc2s1,-5,-10,2,-1,.,3,5,3,10
CC1(NC(=O)N2CCCCC2)CCS(=O)(=O)C1 (stereo not drawn),0[fluorescence artefact?],-10,-20,5[fluorescence artefact?],-4,5,-3,1,17
COc1ccc(CC(=O)NNC2=Nc3cccc4cccc2c34)cc1OC,-4,-2,-3,-6,14,-2,1,4,14
CCOC(=O)c1ccc(NC(=S)NCCCN2CCCC2=O)cc1,-4,-22,-2,-9,12,-7,0,-1,1
CC(C(=O)NC1CCCc2ccccc21)N1CCN(Cc2ccc3c(c2)OCO3)CC1 (stereo not drawn),-5,-9,1,-9,-2,-7,-9,-2,-2
O=C(OCc1cc2ccccc2[nH]c1=O)c1ccccn1,4,8,-29,-9,.,-11,3,-1,1
CC(=O)N1CCN(c2ccc(NCc3ccc(F)cc3)cc2)CC1,-2,-19,-7,0,2,0,-9,1,11
NC(=O)c1c(/N=C/c2cccs2)sc2c1CCCC2,1,-7,4,-9,.,4,7,7,9
Cc1[nH][nH]c(=O)c1C(c1ccc(-c2ccc(Cl)c(Cl)c2)o1)c1c(C)[nH][nH]c1=O,7[fluorescence artefact?],-19,0,7,5,7,6,-4,-1
O=[N+]([O-])c1ccc(-c2nnc(-c3ccccc3)c(N3CCOCC3)n2)cc1,0,-9,-25,9,-6,25,1,0,25
C=C1CN(CC(=O)OC)S(=O)(=O)c2ccccc21,2,2,-1,5,1,-1,.,.,3
COc1cc(/C=N/N=C/c2c[nH]c(=O)c(C#N)c2Nc2ccccc2)ccc1O,-6,.,-7,0,2,-5,1,-1,2
CCOC(=O)c1nc2sc3c(c2c(=O)[nH]1)CCC(C)C3 (stereo not drawn),-11,.,-1,7,.,1,1,-2,3
COCCn1c(-c2ccccc2)nc2ccccc21,5,-9,28,-1[fluorescence artefact?],.,20,-5,1,20
O=C(O)c1cc2n(n1)C(C(F)(F)F)CC(c1ccccc1)N2 (stereo not drawn),6,-15,8,1,0,1,-1,1,-1
Cc1cc(C)c(C(=O)COC(=O)c2ccc(NC(=O)CC#N)cc2)cc1C,-12,.,2,28,-166,2,7,0,12
Cc1ccccc1-n1c(SCC(=O)c2c(N)n(C)c(=O)n(C)c2=O)nnc1-c1cccnc1,16,7,-13,-3,6,5,2,-3,2
CCOC(=O)CSc1ccc(S(=O)(=O)N2CCC(C)CC2)cc1[N+](=O)[O-],-1,-1,-11,-2,.,3,2,2,15
O=C(CSc1nnc(-c2csc3c2CCCC3)o1)Nc1ccccc1,3,-27,0,11[fluorescence artefact?],-7,1,-1,-1,17
CC1CCCCC1NC(=O)c1nnc(Cc2ccc(Cl)cc2)o1 (stereo not drawn),5,.,-23,-9,.,-4,6,-2,-2
O=C(O)CCc1cc(I)c(Oc2ccc(O)c(I)c2)c(I)c1,-11,2,0,14,.,-1,.,.,7
CCn1c2ccccc2c2cc(NC(=O)Cc3ccc(S(=O)(=O)N4CCOCC4)s3)ccc21,5[fluorescence artefact?],-16,17,-2[fluorescence artefact?],-19,9,6,8,13
COC(=O)/C=C1/SC(=Nc2ccc(Cl)c(Cl)c2)NC1=O,6,-10,8,-4,11,9,5,2,6
O=C(C[n+]1cc(-c2ccc(Cl)c(Cl)c2)n2c1CCC2)c1cccs1,1,-3,-1,-1,.,-1,7,4,4
COc1c(OC(C)=O)ccc(/C=C/c2ccc3cccc(OCc4ccccc4)c3n2)c1[N+](=O)[O-],-18[fluorescence artefact?],-3,-19,-13,6,-10,-3,-4,1
CC(=O)c1c(C)[nH]c(C(=O)Nc2ccc(Cl)c(S(=O)(=O)N3CCOCC3)c2)c1C,2,-12,-9,-9,-6,2,4,0,12
COc1ccc(CCNC(=O)Cn2c(=O)n(-c3ccc(F)cc3)c(=O)c3sccc32)cc1OC,2,6,3,-8,-9,-2,8,0,2
O=C(CO/N=C/c1ccccc1)N1c2ccccc2Oc2ccccc21,1,-8,-7,-14,-2,7,-1,2,17
CCCC(=O)OCC(=O)Nc1ccc(N=Nc2ccccc2)cc1,-6,-3,-15,-11,0,4,4,1,14
Cn1c(=O)cc(SCC(=O)NCC2CCCO2)c2ccccc21 (stereo not drawn),-4[fluorescence artefact?],-13,-3,-5[fluorescence artefact?],1,4,7,-1,16
CCOC(=O)c1cc2c(=O)n3ccccc3nc2n(Cc2ccccc2)c1=N,-3,-19,-31,3,7,-19,5,-2,-20
CN(Cc1ccon1)Cc1cn[nH]c1-c1ccc(-c2ccccc2)cc1,3,-8,0,12,2,-4,-10,2,5
CCOC(=O)C1CCN(c2c(NCCC(C)C)c(=O)c2=O)CC1,3,-9,1,-4,.,3,1,-3,7
C=CCC1(CC=C)CCCN1Cc1nc(COc2ccccc2)no1,-5,-5,3,4,.,6,-2,2,14
Cc1oc2c(CN3CCCC3)c(O)ccc2c(=O)c1-c1ccc(Br)cc1,.,-6,-31,.,5,-8,6,0,-19
Cn1c(CO)cnc1SCC(=O)c1ccc(Br)cc1,1,-10,21,-7,-7,1,-2,-3,8
CN(Cc1nc(Cc2cccc(F)c2)no1)CC1CCOCC1,-3,-14,-9,-5,-9,7,-5,5,2
CCOC(=O)/C(C#N)=C/c1ccc(-c2ccsc2C(=O)OC)o1,-15,-11,-16,-4,-35,7,1,-1,7
COc1cc(OC)c(C(=O)NC2CC(C)(C)NC(C)(C)C2)cc1OC,1,13,2,-2[fluorescence artefact?],-6,1,6,1,5
CCCNS(=O)(=O)c1ccc(CCC(=O)Nc2ccc3c(c2)OCCO3)cc1,7,12,6,1,-26,33,1,-2,12

# Three structures out of the list, ordered by molecular weight, descending:
SMILES,eIF4E-4G inh,MDM2 E3 inh,hK5 inh,14-3-3 Bad PPI,Rad51 HR inh,FXIa inh 1536,p97 ATPase inh,Wee1 degr inh,FXIIa inh 1536
Cc1ccc(NC(=O)COC(=O)c2ccc(F)cc2Cl)c(Br)c1,0,-11,0,4,1,-6,-7,0,6
COc1cc(/C=N/N=C/c2c[nH]c(=O)c(C#N)c2Nc2ccccc2)ccc1O,-6,.,-7,0,2,-5,1,-1,2
CC(=O)N1CCN(c2ccc(NCc3ccc(F)cc3)cc2)CC1,-2,-19,-7,0,2,0,-9,1,11

# The listing continues.
SMILES,eIF4E-4G inh,MDM2 E3 inh,hK5 inh,14-3-3 Bad PPI,Rad51 HR inh,FXIa inh 1536,p97 ATPase inh,Wee1 degr inh,FXIIa inh 1536
CN(C)S(=O)(=O)c1ccc(Cl)c(NC(=O)CSc2nnnn2-c2ccc(O)cc2)c1,0,0,7,-5,-4,3,-7,0,9
O=C(CCN1C(=O)c2ccccc2C1=O)Nn1cnnc1,-1[fluorescence artefact?],2,-20,7[fluorescence artefact?],-7,1,3,-2,10
Cc1nn(-c2ccccc2)nc1C(=O)c1c(C)[nH]n(-c2ccccc2)c1=O,6,-16,6,3,.,5,5,0,10
CC1CCCC(C)N1C(=O)CSc1nnc(NC(=O)Cc2cccs2)s1 (stereo not drawn),9,-1,4,9,-3,16,5,0,5
CSc1cc(-c2ccccc2)n(Cc2ccc(Cl)cc2Cl)c(=O)c1C#N,4[fluorescence artefact?],-24,-1,3,-11,7,-2,1,29
O=C(CNC(=O)c1ccccc1Cl)OC1CCOC1=O (stereo not drawn),-4,-11,-6,-16,0,-1,1,3,2
O=c1cc(N2CCOCC2)[nH]c(=O)n1-c1ccc(Cl)cc1,0,-6,-3,-3[fluorescence artefact?],1,6,-8,2,18
CCCCn1c(CN2CCN(c3cccc(Cl)c3)CC2)nc2c1c(=O)n(C)c(=O)n2C,4,.,-5,-5,7,3,-3,-2,10
COc1ccc(NC(=O)N2CCOCC2)cc1OC,4,-18,3,-2,-3,-8,1,1,4
CCn1c2ccccc2c2cnc(N=CN(C)C)c(C#N)c21,-4,-4,3,7,6,-9,-1,3,-2
CCNC(=O)N1CCNC(=O)C1CC(=O)OC (stereo not drawn),1,-15,12,8,2,-2,4,-3,-10
Nc1cccc(S(=O)(=O)Nc2ccccc2)c1,-1,-8,10,-5,5,-1,5,0,10

# Assay outcomes: PubChem BioAssay, several laboratories
